CHRM5 antagonist = CHRM5 antagonism in calcium assay | 360,000 compounds, 0.59% hits | P08912 | inhibition, % at 3 µM | CHO-hM5 cells, Fluo-8 calcium fluorescence, ACh EC80;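 active means inhibition above a per-plate cutoff, the mean of that plate's test compounds plus 3 SD, cut at about 27% in these data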;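 further: 0% = acetylcholine EC80 with DMSO and 100% = DMSO without agonist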
CHRM1 antagonist = human CHRM1 antagonism; 360,000 compounds, 1.3% hits; inhibition, % at 3 µM; P11229; CHO-K1 hM1, Fluo-8 calcium fluorescence, ACh EC80 antagonist;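 active means percent inhibition above its own plate's cutoff, namely the mean of that plate's compound wells plus 3 SD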;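 further: peak over basal fluorescence ratio during 140 s after agonist addition; 0% = ACh EC80 plus DMSO and 100% = DMSO alone without agonist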
Target sequence (P11229 whole entry, looked up): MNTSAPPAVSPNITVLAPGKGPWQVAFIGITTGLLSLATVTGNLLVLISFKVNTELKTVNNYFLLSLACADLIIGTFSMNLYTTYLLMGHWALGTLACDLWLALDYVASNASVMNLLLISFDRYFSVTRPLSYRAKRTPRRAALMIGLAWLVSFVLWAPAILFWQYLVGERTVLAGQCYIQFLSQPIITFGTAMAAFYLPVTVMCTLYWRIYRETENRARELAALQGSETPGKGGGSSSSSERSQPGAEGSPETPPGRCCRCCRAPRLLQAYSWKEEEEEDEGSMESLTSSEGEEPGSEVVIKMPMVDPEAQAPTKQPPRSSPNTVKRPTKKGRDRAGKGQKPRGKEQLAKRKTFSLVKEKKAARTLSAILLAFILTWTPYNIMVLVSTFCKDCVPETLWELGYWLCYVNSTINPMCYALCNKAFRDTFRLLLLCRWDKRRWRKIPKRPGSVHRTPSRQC
M1 PAM = positive allosteric modulators of human M1 muscarinic receptor; CHO-K1 hM1, Fluo-8 calcium fluorescence, ACh EC20; 0% = ACh EC20, 100% = maximal ACh; activation, % at 3 µM; 360,000 compounds, 0.088% hits; AID 588819; in the data active means activation above about 19%, passing the limit was not always enough
CHRM4 antagonist = antagonists of human muscarinic M4 receptor (CHRM4); P08173; CHO-hM4 cells, ACh EC80, Fluo-8 calcium fluorescence; inhibition, % at 3 µM; 360,000 compounds, 0.73% hits; AID 624125;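 active means inhibition above its plate's cutoff, the mean inhibition of sample wells plus 3 SD, cut at about 27% in these data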;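 further: 0% = acetylcholine EC80 with DMSO and 100% = DMSO without agonist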
M4 ag = agonists of human muscarinic M4 receptor (CHRM4). CHO-K1 hM4/Gqi5, Fluo-8 calcium fluorescence; vehicle 0%, full acetylcholine response 100%. activation, % at 3 µM. 360,000 compounds, 0.14% hits. AID 624127. P08173;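 active means activation above the run mean over all test wells plus 3 SD, cut at about 32% in these data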;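 further: peak over basal fluorescence ratio per well then scaled between controls; 0% = DMSO wells and 100% = acetylcholine at EC100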
M5 ag = CHRM5 agonism in calcium assay; CHO-K1 hM5 cells, Fluo-8 calcium fluorescence; 0% DMSO wells, 100% maximal acetylcholine response; 360,000 compounds, 0.19% hits; AID 624037; activation, % at 3 µM;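 active means activation above the run's mean over test compounds plus 3 SD, cut at about 23% in these data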;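 further: signal is peak over basal fluorescence ratio across the kinetic read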
CHRM1 agonist = human M1 muscarinic receptor agonism. P11229. CHO-K1 hM1, Fluo-8 calcium fluorescence, agonist mode; 0% DMSO, 100% acetylcholine EC100. AID 588814. activation, % at 3 µM. 360,000 compounds, 0.33% hits;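 active means activation above the run's mean compound activation plus 3 SD, cut at about 16% in these data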;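 further: peak over basal fluorescence ratio within a 140 s kinetic read after compound addition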
M5 PAM = CHRM5 positive allosteric modulation | P08912 | CHO-K1 hM5, Fluo-8 calcium, ACh EC20 PAM; 0% = ACh EC20, 100% = ACh EC100 | activation, % at 3 µM | 360,000 compounds, 0.3% hits;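 active means activation above the run cutoff, the mean activation of all test compounds plus 3 SD, cut at about 18% in these data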
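Probe or stimulus: acetylcholine, EC20 level; Assay system: human M5 receptor in CHO-K1 cells; Schedule: compound preincubation 140 s before EC20 acetylcholine addition; Technique: intracellular calcium via Fluo-8 fluorescence; Dosing: single-point, 3 µM nominal; Read-out basis: percent activation from peak-over-basal fluorescence ratio, scaled EC20-to-EC100 acetylcholine; Repeats: one well per compound, no replicates.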
TAAR1 agonist = agonists of human TAAR1; Q96RJ0; CHO RD-HGA16 TAAR1, Fluo-8 calcium fluorescence; vehicle wells 0%, saturating PEA agonist 100%; activation, % at 3 µM; 360,000 compounds, 0.99% hits;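 active means activation above the mean activation of all test compounds in the run plus 3 SD, cut at about 38% in these data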
Target sequence (Q96RJ0 whole entry, looked up): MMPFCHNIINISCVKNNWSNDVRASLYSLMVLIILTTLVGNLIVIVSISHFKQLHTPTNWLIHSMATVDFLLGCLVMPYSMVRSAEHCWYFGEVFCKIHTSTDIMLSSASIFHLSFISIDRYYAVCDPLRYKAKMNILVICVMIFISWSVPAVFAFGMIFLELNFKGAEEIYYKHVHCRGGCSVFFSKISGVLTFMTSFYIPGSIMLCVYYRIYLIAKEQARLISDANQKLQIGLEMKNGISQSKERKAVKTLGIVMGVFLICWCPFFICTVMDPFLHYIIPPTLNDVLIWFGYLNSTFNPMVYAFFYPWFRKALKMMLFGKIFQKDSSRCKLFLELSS
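Signal – calcium-sensitive Fluo-8 signal, excitation 470-495, emission 515-575 nm · System – RD-HGA16 (CHO) cells co-expressing Gα16 and hTAAR1 · Incubation – 17-24 h seeding, 75 min 37 °C dye, 30 min RT · Compound dosing – 3 µM single concentration · Repeats – no replicates (n 1)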
Numbers without * were called inactive; nt = no result given.

SMILES	CHRM5 antagonist	CHRM1 antagonist	M1 PAM	CHRM4 antagonist	M4 ag	M5 ag	CHRM1 agonist	M5 PAM	TAAR1 agonist
Cc1ccc(C(=O)CC(=O)c2cccc(F)c2)c(O)c1	-3	-18	12	-1	7	-2	-2	5	35
COCC(=O)Nc1ccccc1C#N	-3	-8	8	6	0	-5	-2	-2	0
CCc1cccc(C)c1NC(=O)CCCN1C(=O)NC(C)(C)C1=O	2	-11	10	9	0	2	-2	-5	9
CCCc1nc(N)c(C#N)c(N)c1C#N	3	-11	5	-7	3	4	2	4	1
COc1c(Br)cc([N+](=O)[O-])c(OC)c1C(=O)NC(=O)Nc1nc(C)cc(C)n1	4	5	-1	16	-1	-10	-7	5	1
CN(C(=O)CSc1nnc(-c2ccc(OC(F)F)cc2)n1N)C1CCS(=O)(=O)C1 (stereo not drawn)	-6	-9	7	-9	1	3	-1	3	1
O=C(O)C(Cc1c[nH]c2ccccc12)N1CCS(=O)(=O)CC1 (stereo not drawn)	3	-11	11	-9	0	-1	-5	-5	0
O=C(C#Cc1ccccc1)c1ccco1	14	0	9	19	9	-1	-4	0	5
O=C(CSc1nnc(NC(=O)c2c(F)cccc2F)s1)NCc1ccco1	-8	8	-1	5	0	-1	-4	0	1
NC(=O)NC(=O)CC1S/C(=N/N=C/c2ccccc2)NC1=O (stereo not drawn)	7	-4	10	-4	1	4	1	1	15
CCOC(=O)/C(C#N)=C/c1cc2ccccc2nc1Cl	1	-3	2	10	1	2	-2	2	13
O=C(CSCc1ccccc1)Nc1ccc(S(=O)(=O)Nc2ncccn2)cc1	-4	-24	23	-26	2	-1	1	3	2
CCC1Sc2ccc(S(=O)(=O)CCC(=O)Nc3c(Cl)cc(OC)cc3OC)cc2NC1=O (stereo not drawn)	13	4	13	1	5	-4	1	-6	7
CCCn1nc(C(=O)OCC(=O)c2c(N)n(C)c(=O)n(C)c2=O)c2ccccc2c1=O	-6	-2	5	-13	1	2	-2	6	-1
O=C(Cn1cc(-c2nnnn2-c2ccc(Cl)cc2)c(=O)c2ccccc21)c1ccccc1	1	16	-5	7	2	-1	-3	-6	7
O=C(CCCN1C(=O)[C@H]2CC=CC[C@H]2C1=O)NCc1nc(-c2ccccc2)no1	-1	-1	4	-13	7	-1	-3	3	1
COC(=O)c1c(NC(=O)CSc2nc(-c3ccco3)cc(C(F)(F)F)n2)sc2c1CCCC2	-6	-43	21	-6	1	1	7	1	2
CC1=NNC(=O)C1CCC(=O)N/N=C/c1ccc(Cl)cc1Cl (stereo not drawn)	2	10	-6	-12	1	1	-1	-2	1
CC(=O)NC(Cc1ccc(F)cc1)C(=O)NC1CCN(C(=O)Nc2cccc(C)c2)CC1 (stereo not drawn)	-2	-8	6	16	0	1	-3	0	4
Cc1nnc(NC(=O)Cc2cccs2)s1	0	-4	0	-3	1	2	-5	-5	4
CCOC(=O)[C@]12CCCC=C1N(CCC1=CCCCC1)C(=O)[C@H](CC(=O)N1CCN(C(=O)C3CC3)CC1)C2	-5	nt	nt	-15	3	-1	nt	6	-3
O=C(Nc1ccc(CN2CCOCC2)cc1)c1ccc(-c2cccc([N+](=O)[O-])c2)o1	-12	-4	2	5	10	-2	-2	2	11
CCN(CC)S(=O)(=O)c1cccc(NC(=O)/C=C/c2ccc([N+](=O)[O-])cc2)c1	3	7	-4	2	10	3	-2	-10	18
Cc1cc(Oc2cc(N)cc([N+](=O)[O-])c2)ccc1Cl	4	9	-10	0	-1	-4	-3	-1	3

2 compounds drawn at random from the list so far:
SMILES	CHRM5 antagonist	CHRM1 antagonist	M1 PAM	CHRM4 antagonist	M4 ag	M5 ag	CHRM1 agonist	M5 PAM	TAAR1 agonist
O=C(Nc1ccc(CN2CCOCC2)cc1)c1ccc(-c2cccc([N+](=O)[O-])c2)o1	-12	-4	2	5	10	-2	-2	2	11
CCN(CC)S(=O)(=O)c1cccc(NC(=O)/C=C/c2ccc([N+](=O)[O-])cc2)c1	3	7	-4	2	10	3	-2	-10	18

Continued.
SMILES	CHRM5 antagonist	CHRM1 antagonist	M1 PAM	CHRM4 antagonist	M4 ag	M5 ag	CHRM1 agonist	M5 PAM	TAAR1 agonist
COC(=O)c1ccc(N2C(c3cc(OC)cc(OC)c3)=Cc3ccc(-c4cnc(OC)nc4)cc3C2CC(=O)C2CC2)cc1 (stereo not drawn)	-7	nt	nt	-8	1	2	nt	1	0
COc1ccc(NC(=O)Nc2ccc3c(c2)C(=O)N([C@H](C)CO)C[C@H](C)[C@@H](CN(C)C(=O)Nc2ccc(C(F)(F)F)cc2)O3)cc1	12	-5	13	9	1	3	-2	4	1
COc1ccc(C)cc1NC(=O)c1cc2c(s1)CCC2	-1	-6	2	4	-2	-4	-8	3	6
COc1ccc(CCNC(=O)CCCCn2c(=O)[nH]c3ccccc3c2=O)cc1OC	-4	5	-4	-10	5	2	-3	-4	8
COc1ccc(C(O)c2ncc(-c3ccccc3Cl)[nH]2)cc1 (stereo not drawn)	0	-8	-1	-11	2	1	2	-5	4
CCN1CC2=C(OC(N)=C(C#N)C2c2ccccc2)/C(=C\c2ccccc2)C1 (stereo not drawn)	-3	-9	-5	-11	3	-10	-6	-3	19
O=S(=O)(c1ccc(S(=O)(=O)N2CCOCC2)cc1)N1CCCC1	-8	8	2	7	0	-5	-12	-8	1
Cc1ccc(OCCC(=O)NNC(=O)c2nn(C)c(=O)c3ccccc23)cc1	3	-17	18	-15	2	3	-2	1	0
CC(=O)N1N=C(c2ccco2)CC1c1ccc(C)cc1 (stereo not drawn)	-3	-3	9	4	0	0	-9	5	2
CCn1c(SCC(=O)Nc2ccccc2F)nnc1-c1cnccn1	-10	-1	4	-9	2	0	-3	2	1
O=C(NNC(=O)C12CC3CC(CC(C3)C1)C2)c1ccco1	-1	0	8	-3	2	-4	-2	-3	4
CCCCNc1nc2ccccc2[nH]1	0	-3	1	0	0	-5	-4	0	26
CC(NC(=O)COC(=O)c1cccs1)c1ccccc1 (stereo not drawn)	-7	3	15	-16	2	0	9	10	2
Cc1nn2c(NCc3ccccn3)cc(C(C)(C)C)nc2c1-c1ccccc1	12	-8	1	6	0	0	-1	-14	3
O=C(Nc1ccc2nc(SCc3ccc(Cl)cc3)sc2c1)c1ccccc1C(=O)N1CCOCC1	7	29*	-9	1	7	1	-2	-15	20
Cc1ccc(CSCc2ccc(C(=O)O)o2)cc1	0	2	0	6	0	0	-4	2	1
O=[N+]([O-])C1=C(Nc2cccc3ccccc23)CS(=O)(=O)C1	12	1	4	0	1	-3	-5	-4	6
Cc1ccccc1-c1nc(CN2CCC(C(=O)NC3CC3)CC2)c(C)o1	-7	-14	8	0	1	-1	-3	2	1
O=C(CN1C(=O)NC2(CCCC2)C1=O)Nc1cc(Cl)ccc1Oc1ccccc1	13	5	-4	-1	7	0	-5	-5	9
Cn1ccc2c(-c3ccc(C(C)(C)C)cc3)cc3c(c21)C1CCC3C1 (stereo not drawn)	-9	-13	2	-8	0	3	-4	5	2
CCOc1c2ccc(C(=O)NCc3ccc4c(c3)OCO4)cc2nn1CC	12	-2	8	-8	3	0	-3	-4	12
Cc1cccc(C)c1NC(=O)COC(=O)c1cc(=O)c2ccccc2o1	1	-12	5	9	0	-3	-3	4	0
COCCCNC(=S)N1CCN(c2nc3ccccc3s2)CC1	-9	-1	-5	0	3	0	-7	-5	10
C[C@H](NC(=O)c1ccccc1Cl)C(=O)OCC(=O)N1CC2(C)CC1CC(C)(C)C2 (stereo partly drawn)	5	8	-3	-1	1	-1	-3	-7	1
O=C(NCCC1CCCCN1S(=O)(=O)c1ccccc1)C(=O)Nc1ccc(F)cc1F (stereo not drawn)	16	-8	11	1	0	-2	-4	-5	-1
Cc1cc(C(=O)Nc2sc(C)c(C)c2C#N)c(C)o1	-13	-18	11	-8	-2	3	-3	7	1
O=C(Cc1ccccc1F)NCC(c1ccco1)N1CCCCC1 (stereo not drawn)	-16	7	-22	-9	2	-8	-13	4	5
Cc1ccc(CNc2nc(C)c(C(=O)N(C)C)s2)cc1	11	2	1	12	-1	0	-4	-6	5
O=C(/C(=N\Nc1ccccc1)Sc1nnnn1-c1ccccc1)c1ccccc1	-6	-12	7	-22	4	-2	-3	-2	-1
CCN(CC)c1nc(C#N)cc(-c2ccc(OC)cc2)n1	0	10	-3	5	-2	1	-4	-2	1
O=C(NCc1ccc(S(=O)(=O)Nc2ccccc2Cl)s1)c1ccccc1	0	-16	5	-6	2	2	-2	4	2
Cc1c(NC(=O)c2ccc(N(C)S(C)(=O)=O)cc2)c(=O)n(-c2ccccc2)n1C	4	-6	7	1	1	-2	-6	7	5
CCOC(=O)C1CCN(C(=O)C2CCCN(c3ncnc4c3nc3n4CCCCC3)C2)CC1 (stereo not drawn)	-8	5	-2	-22	7	0	-4	-2	1
COc1cc(NC(=S)N2CCN(S(=O)(=O)c3ccc(C)cc3)CC2)cc(OC)c1	-1	-7	1	6	2	0	-3	0	2
CCSc1nnc(-c2cc3c(s2)-c2ccccc2CC3)o1	-10	-7	-2	-4	0	-6	-3	1	8

Screening results: PubChem, The Scripps Research Institute Molecular Screening Center

These rows are one share of the data (hit frequency here may not be typical).
